TrxR1 substrate = is turned over as a substrate by rat TrxR1; O89049; purified TrxR1 substrate turnover, NADPH consumption readout; Potency, µM (top dose mostly 114 µM), for inactives: at the top dose activity change, negative = substrate turnover; hit rate 0.01% among 390,000; AID 588456; note: potency is the fitted concentration of half-maximal effect; % is set by controls: 0 for no effect and ±100 for the full control effect; nearly all actives have a fitted effect of over 50% in size
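Rat TrxR1, dispensed at 90 nM, was prereduced with 400 uM NADPH (final) for 5 min at ~22 deg C, then incubated with compound 15 min before 400 uM selenite. A first-read NADPH fluorescence drop versus no-compound background flagged substrates.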
USP1 inh = inhibitors of human USP1/UAF1 deubiquitinase. Potency, µM (titrated, usually from 57.1 µM), for inactives: at the highest dose activity change, negative = inhibition, usual class: inhibitors. O94782. recombinant USP1/UAF1, Ub-Rhodamine cleavage fluorescence. hit rate 0.23% among 390,000. AID 743255; note: potency is the fitted concentration of half-maximal effect; % is set by controls: 0 for no effect and ±100 for the full control effect; nearly all actives have a fitted effect of over 60% in size; inactives centre near -12
Target sequence (O94782 whole entry, looked up): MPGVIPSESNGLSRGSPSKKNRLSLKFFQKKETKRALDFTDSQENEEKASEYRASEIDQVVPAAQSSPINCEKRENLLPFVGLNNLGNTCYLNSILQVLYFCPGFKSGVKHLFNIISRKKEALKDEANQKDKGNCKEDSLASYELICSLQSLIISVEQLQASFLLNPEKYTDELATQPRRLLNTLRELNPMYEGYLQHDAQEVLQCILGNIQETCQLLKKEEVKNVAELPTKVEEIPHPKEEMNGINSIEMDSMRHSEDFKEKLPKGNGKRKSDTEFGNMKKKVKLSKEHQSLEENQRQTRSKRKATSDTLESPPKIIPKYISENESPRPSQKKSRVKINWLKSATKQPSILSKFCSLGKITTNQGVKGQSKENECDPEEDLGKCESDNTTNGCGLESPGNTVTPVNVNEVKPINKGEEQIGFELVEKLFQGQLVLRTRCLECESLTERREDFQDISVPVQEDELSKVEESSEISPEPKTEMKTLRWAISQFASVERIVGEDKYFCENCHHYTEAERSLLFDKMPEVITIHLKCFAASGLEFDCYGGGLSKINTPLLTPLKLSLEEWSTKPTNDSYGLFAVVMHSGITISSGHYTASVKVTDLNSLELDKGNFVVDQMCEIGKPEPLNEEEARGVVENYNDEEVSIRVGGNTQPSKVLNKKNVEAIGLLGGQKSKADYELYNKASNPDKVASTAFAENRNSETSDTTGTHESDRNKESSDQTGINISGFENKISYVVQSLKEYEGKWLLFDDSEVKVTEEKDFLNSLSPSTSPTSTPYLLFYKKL
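USP1/UAF1 complex (1 nM) preincubated 15 min at room temperature with compound, then Ub-Rho substrate (150 nM final) added. Kinetic fluorescence at 480/540 nm over 6 reads at 60 s intervals; 50 mM HEPES pH 7.8, 0.5 mM EDTA, 0.1 mg/ml BSA, 1 mM TCEP, 0.01% Tween-20.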
D2 agonist = D2 dopamine receptor (human) agonism. P14416. HEK293 T-REx D2 cells, calcium flux agonist mode. activation, % at 2 µM. hit rate 0.53% among 340,000;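 active = activation over 3 SD above normal in the single-dose calcium agonist read, cut at about 30% in these data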; note: 0% is about no effect
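HEK293 Trex D2 cells, tetracycline-induced, o/n 30 C 5% CO2; no-wash Ca dye, RT 30–90 min; 10-cycle baseline, 23 nl cpd added, kinetic Ca read 180 s; agonist hits = positive Ca response.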
Pin1 inhibitor = blocks the human prolyl isomerase Pin1. AID 504891. Potency, µM (titrated, usually from 115 µM), without a hit: at the top dose activity, negative = inhibition, actives largely listed as inhibitors. Q13526. hit rate 0.009% among 390,000. Pin1 FP peptide displacement, HiFluor488, 10 min; active = well fitted inhibition curve with a large enough effect in the polarisation, with a control signal flat, not every such curve was filed as active; the % refers to the polarisation; note: potency is the fitted concentration of half-maximal effect; % is set by controls: 0 for no effect and ±100 for the full control effect
Target sequence (Q13526 whole entry, looked up): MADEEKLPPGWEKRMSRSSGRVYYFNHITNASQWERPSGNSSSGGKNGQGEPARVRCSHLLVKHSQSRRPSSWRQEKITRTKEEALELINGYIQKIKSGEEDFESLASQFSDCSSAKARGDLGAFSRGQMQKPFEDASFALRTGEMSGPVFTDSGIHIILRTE
rTrxR1 inhibitor = blocks rat thioredoxin reductase 1; O89049; recombinant rTrxR1, NADPH fluorescence consumption, selenite substrate; Potency, µM (doses to about 114 µM), without a hit: at the highest dose activity change, negative = inhibition, most hits filed as inhibitors; hit rate 1% among 390,000; note: potency is the fitted concentration of half-maximal effect; % is set by controls: 0 for no effect and ±100 for the full control effect; nearly all actives have a fitted effect of over 65% in size
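Rat TrxR1 (90 nM in the dispensed reagent) was pre-reduced with 400 uM NADPH for 5 min at room temperature, then incubated with compound for 15 min. After 400 uM selenite was added, NADPH fluorescence (Ex 340/Em 450 nm) was followed for 8 min.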
TRHR ag = agonists of human TRH receptor; P34981; TRHR cells, calcium flux fluo-8, FDSS agonist mode; activation, % at 2 µM; hit rate 0.18% among 360,000; AID 493084; in the data active = activation above about 30%; note: 0% is about no effect
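In this calcium-flux screen, cells bearing human TRHR are dye-loaded with fluo-8, baselined for 10 cycles, then exposed to library compounds; positive kinetic calcium responses during the agonist phase mark hits, with TRH as control.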
TRHR enhancer = allosterically enhances the human TRH receptor | TRHR cells, fluo-8 calcium fluorescence, EC20 TRH enhancement | hit rate 0.66% among 360,000 | P34981 | enhancement, % at 2 µM; in the data active = enhancement above about 30%; note: 0% is about no effect
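Enhancer read-out: after compound pinning and an initial kinetic agonist-mode read, an EC20 of TRH (10 nM final) was injected and fluo-8 calcium signal (Ex 480/Em 530) followed at 1 s/cycle for 100 cycles in TRHR-expressing cells.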
mIDH1 inhibitor = inhibitors of human mutant IDH1 R132H | O75874 | IDH1-R132H enzyme, NADPH consumption, diaphorase/resazurin fluorescence | Potency, µM (titrated, usually from 76.6 µM), for inactives: top-dose activity change, negative = inhibition, most hits filed as inhibitors | hit rate 0.093% among 390,000 | AID 602179; note: potency is the fitted concentration of half-maximal effect; % is set by controls: 0 for no effect and ±100 for the full control effect; nearly all actives have a fitted effect of over 65% in size
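IDH1-R132H (0.5 ug/mL) preincubated 30 min with compound, then NADPH (0.016 mM) and alpha-KG (2 mM) added; 80 min at RT, pH 7.5. Remaining NADPH coupled via diaphorase/resazurin to fluorescence (540/590 nm); concentration-response curves normalized to no-enzyme control.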
D2 antag = antagonists of human D2 dopamine receptor | AID 485344 | HEK293 TREx D2 cells, calcium flux, dopamine EC80 | P14416 | inhibition, % at 10 µM | hit rate 2% among 340,000; in the data active = inhibition above about 30%; note: 0% is about no effect
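Overnight-induced (tetracycline, 30 C) HEK293 T-REx cells carrying force-coupled D2 receive a no-wash calcium dye, then compound, then EC80 dopamine at 180 s; signals are read kinetically throughout.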
Active calls of the source: *; & = joins results of further samples; [ ] = another dose, or the depositor's remark. Unless noted, calls come from the whole dose curve; as a rule, active = well fitted inhibition curve with a large enough effect; inconclusive = small, poorly fitted or top-dose-only effect; inactive = no such curve, though single readings can be large or run the other way. Some of the compounds tested; count on the stated rates, not on these rows.

For CC(NC(N)=O)C(=O)Nc1ccc(Cl)c(S(=O)(=O)Nc2ccc(Br)cc2)c1 (configuration not stated) the results were TrxR1 substrate 7%, USP1 inh -27%, D2 agonist 0.3, Pin1 inhibitor -2%, rTrxR1 inhibitor 26%, TRHR ag -0.1, TRHR enhancer 0, mIDH1 inhibitor 19% and D2 antag -3.
`CCOC(=O)c1c(CN2CCOCC2)n(C)c2cc(Br)c(O)c(CN(C)C)c12` gave TrxR1 substrate 3%&0%, USP1 inh -2%&-22%, D2 agonist -0.6&0.1, Pin1 inhibitor 3%&3%, rTrxR1 inhibitor -9%&-3%, TRHR ag -1.9&0.5, TRHR enhancer -3&0, mIDH1 inhibitor 0%&15% and D2 antag -19&11.
`CCCN(CCC)CCCNC(=O)Cn1cnc2sc(C)c(S(=O)(=O)N3CCCCC3)c2c1=O` gave TrxR1 substrate 8%&-1%, USP1 inh -11%&-7%, D2 agonist 1.4&-0.1, Pin1 inhibitor -11%&50%, rTrxR1 inhibitor 21%&12%, TRHR ag 0.3&0.5, TRHR enhancer -5&11, mIDH1 inhibitor -8%&16% and D2 antag 9.
`C#CCOC(=O)C(NC(=O)c1ccccc1)=C(C)C` gave TrxR1 substrate 4%, USP1 inh -19%, D2 agonist 0.9, Pin1 inhibitor 2%, rTrxR1 inhibitor 11%, TRHR ag 0.3, TRHR enhancer -2, mIDH1 inhibitor 0% and D2 antag -17.
For Cc1cccc(OCC(=O)NNC(=O)c2ccc([N+](=O)[O-])cc2)c1 the results were TrxR1 substrate -3%, USP1 inh -20%, D2 agonist 0.4, Pin1 inhibitor 0%, rTrxR1 inhibitor -4%, TRHR ag -1.2, TRHR enhancer -1, mIDH1 inhibitor 2% and D2 antag -19.
For CC(OC(=O)/C=C/c1ccccc1)C(=O)Nc1ccc2c(c1)OCCO2 (configuration not stated) the results were TrxR1 substrate -3%, USP1 inh -19%, D2 agonist 0.0, Pin1 inhibitor -4%, rTrxR1 inhibitor 11%, TRHR ag -0.3, TRHR enhancer 4, mIDH1 inhibitor 15% and D2 antag 27.
Screening Cc1onc(-c2ccccc2)c1C(=O)N1CCN(S(=O)(=O)c2ccccc2C(F)(F)F)CC1 returned TrxR1 substrate 4%[57.1 µM], USP1 inh -5%, D2 agonist -3.1, Pin1 inhibitor 1%, rTrxR1 inhibitor 21%[57.1 µM], TRHR ag -1.0, TRHR enhancer 3, mIDH1 inhibitor 3% and D2 antag -6.
O=C(OC1CCN(c2ncc(C(F)(F)F)cc2Cl)CC1)c1cccc(C(F)(F)F)c1 was read as TrxR1 substrate -1%, USP1 inh -9%, D2 agonist -0.7, Pin1 inhibitor -11%, rTrxR1 inhibitor 27%, TRHR ag 0.4, TRHR enhancer 4, mIDH1 inhibitor 8% and D2 antag 8.
Screening CS(=O)(=O)c1ccccc1-c1nnc(NC(=O)Cc2ccccc2)o1 returned TrxR1 substrate 0%, USP1 inh -10%, D2 agonist 0.4, Pin1 inhibitor -7%, rTrxR1 inhibitor 14%, TRHR ag 0.6, TRHR enhancer 0, mIDH1 inhibitor 25% and D2 antag -2.
Screening Cc1c(C(=O)Nc2ccc3c4c(cccc24)CC3)cccc1[N+](=O)[O-] returned TrxR1 substrate -2%, USP1 inh -24%, D2 agonist -0.7, Pin1 inhibitor -5%, rTrxR1 inhibitor -3%, TRHR ag -1.2, TRHR enhancer -8, mIDH1 inhibitor 1% and D2 antag -15.
For COc1ccc(CNc2nnnn2C)c(OC)c1 the results were TrxR1 substrate -4%, USP1 inh -12%, D2 agonist 0.9, Pin1 inhibitor -5%, rTrxR1 inhibitor 3%[57.1 µM], TRHR ag 0.7, TRHR enhancer 7, mIDH1 inhibitor 9% and D2 antag -3.
`CCCC(=O)C1=C(SCC)CC(C)(C)C(C(=O)OC)C1=O` (configuration not stated) gave TrxR1 substrate -9%, USP1 inh 1%, D2 agonist 0.1, Pin1 inhibitor 4%, rTrxR1 inhibitor -17%, TRHR ag -1.5, TRHR enhancer 6, mIDH1 inhibitor 1% and D2 antag 3.
`CCN(Cc1ccccc1)S(=O)(=O)c1csc(C(N)=O)c1` gave TrxR1 substrate 2%, USP1 inh -13%, D2 agonist -1.3, Pin1 inhibitor -2%, rTrxR1 inhibitor 12%, TRHR ag -0.2, TRHR enhancer 11, mIDH1 inhibitor 1% and D2 antag -3.
`COCC(=O)Nc1cc(OC)cc(OC)c1` gave TrxR1 substrate -10%[57.1 µM], USP1 inh -9%, D2 agonist -0.8, Pin1 inhibitor 0%, rTrxR1 inhibitor -5%, TRHR ag -0.1, TRHR enhancer 4, mIDH1 inhibitor 2% and D2 antag -6.
C/C(=N\OC(=O)c1c(-c2ccccc2Cl)noc1C)c1nccs1 was read as TrxR1 substrate -3%, USP1 inh -16%, D2 agonist -1.1, Pin1 inhibitor 1%, rTrxR1 inhibitor 0%, TRHR ag -0.5, TRHR enhancer 14, mIDH1 inhibitor 5% and D2 antag -21.
Screening CCCS(=O)(=O)c1c(S(=O)(=O)CCC)c2c(C)cccn2c1C(=O)OC returned TrxR1 substrate 14%, USP1 inh 2%, D2 agonist 0.0, Pin1 inhibitor -10%, rTrxR1 inhibitor 25µM*, TRHR ag -0.2, TRHR enhancer 0, mIDH1 inhibitor 6% and D2 antag -11.
`CC(=O)c1cccc(NC(=O)Cn2nc(C(F)(F)F)c3c2CCC3)c1` gave TrxR1 substrate -7%, USP1 inh -24%, D2 agonist -0.9, Pin1 inhibitor 1%, rTrxR1 inhibitor 6%, TRHR ag -0.6, TRHR enhancer 0 and mIDH1 inhibitor 9%.
Screening CN(c1ccc([N+](=O)[O-])cc1/C=N/NC(=O)COc1ccccc1)C1CCCCC1 returned TrxR1 substrate -8%, USP1 inh -6%, D2 agonist 0.2, Pin1 inhibitor 4%, rTrxR1 inhibitor -9%, TRHR ag 0.4, TRHR enhancer 2, mIDH1 inhibitor -1% and D2 antag -10.
`O=C(c1cc2ccccc2o1)N(C1CC1)C1(C(=O)Nc2ccccc2)CCCC1` gave TrxR1 substrate -7%, USP1 inh -16%, Pin1 inhibitor -3%, rTrxR1 inhibitor 21%[57.1 µM], TRHR ag -1.2, TRHR enhancer -4 and mIDH1 inhibitor -3%.
Screening COc1cccc(NC(=O)COC(=O)C2CC(=O)N(c3ccc(C)cc3)C2)c1 (configuration not stated) returned TrxR1 substrate 3%, USP1 inh -5%, D2 agonist -1.7, Pin1 inhibitor 0%, rTrxR1 inhibitor 16%, TRHR ag -1.1, TRHR enhancer 1, mIDH1 inhibitor 3% and D2 antag 8.
Nc1ccc(N2CCCCC2)c(S(=O)(=O)Nc2ccccc2Cl)c1 was read as TrxR1 substrate -6%, USP1 inh -23%, D2 agonist -1.6, Pin1 inhibitor -10%, rTrxR1 inhibitor 7%, TRHR ag -1.9, TRHR enhancer 0, mIDH1 inhibitor 7% and D2 antag 4.
`O=C(CCC(=O)N(CC(=O)NC1CCCCC1)CC1CCCO1)Nc1nccs1` (configuration not stated) gave TrxR1 substrate 13%[11.4 µM], USP1 inh -10%, D2 agonist 0.0, Pin1 inhibitor 2%, rTrxR1 inhibitor 25%[11.4 µM], TRHR ag 0.6, TRHR enhancer 0, mIDH1 inhibitor 9% and D2 antag 2.
COc1ccc(NC(=O)Cn2c(=O)oc3cc(Cl)ccc32)c(OC)c1 was read as TrxR1 substrate -2%, USP1 inh -18%&-1%, D2 agonist -0.3, Pin1 inhibitor 9%&2%, rTrxR1 inhibitor 14%, TRHR ag -0.2&-0.1, TRHR enhancer -1&-1, mIDH1 inhibitor -3%&3% and D2 antag 9.
For O=C(Nc1ccc(F)cc1)N1CCN(c2ccc(F)cc2)CC1 the results were TrxR1 substrate 6%, USP1 inh -12%, D2 agonist 0.3, Pin1 inhibitor 4%, rTrxR1 inhibitor 32%, TRHR ag 0.7, TRHR enhancer 7, mIDH1 inhibitor -2% and D2 antag -2.
`CCOc1ccc(Cn2nnc(C(=O)Nc3ccc(OC)cc3OC)c2N)cc1` gave TrxR1 substrate 10%[57.1 µM], USP1 inh -2%, D2 agonist 2.6, Pin1 inhibitor 2%, rTrxR1 inhibitor 4%[57.1 µM], TRHR ag 1.9, TRHR enhancer 0, mIDH1 inhibitor -6% and D2 antag 11.
Cc1c(OC(C)C(=O)NCc2ccccn2)ccc2c3c(c(=O)oc12)CCCC3 (configuration not stated) was read as TrxR1 substrate 73%[activator], USP1 inh -15%, D2 agonist -2.3, Pin1 inhibitor -2%, rTrxR1 inhibitor 14%, TRHR ag -0.1, TRHR enhancer -4, mIDH1 inhibitor 0% and D2 antag -3.
Screening O=C(c1ccco1)N1CCN(Cc2cc(=O)c(OCc3ccc(F)cc3)co2)CC1 returned TrxR1 substrate -1%[57.1 µM], USP1 inh 1%, D2 agonist 1.6, Pin1 inhibitor -4%, rTrxR1 inhibitor -14%[57.1 µM], TRHR ag 0.2, TRHR enhancer 6, mIDH1 inhibitor -8% and D2 antag -13.
`Cc1c(C(=O)N2CCCCC2)c(S(=O)(=O)NCc2ccc(N(C)C)cc2)c(C)n1C` gave TrxR1 substrate -1%, USP1 inh -17%&-12%, D2 agonist -1.0&1.2, Pin1 inhibitor -3%&-1%, rTrxR1 inhibitor 17%, TRHR ag -0.6&0.6, TRHR enhancer -1&2, mIDH1 inhibitor 2%&0% and D2 antag -4.
`Cc1cc(C)nc(N2CCCC(C(=O)Nc3nnc(C(C)C)s3)C2)n1` (configuration not stated) gave D2 agonist 0.3, TRHR ag 0.4, TRHR enhancer -2 and D2 antag 2.
